Screening results deposited in PubChem BioAssay by Icahn School of Medicine at Mount Sinai.
RBX1-CUL1 inh: blocks human RBX1-Cullin-1 di-ubiquitin formation; P62877+Q13616; in vitro K48 di-Ub FRET, acceptor:donor ratio, 45 min; inhibition, % at 10 µM; 140,000 compounds, 0.6% hits; AID 1347404; in the data active = inhibition above about 25%
Target sequence (P62877 whole entry, looked up): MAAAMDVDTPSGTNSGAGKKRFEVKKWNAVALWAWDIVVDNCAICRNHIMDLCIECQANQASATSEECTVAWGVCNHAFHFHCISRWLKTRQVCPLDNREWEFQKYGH
Target sequence (Q13616 whole entry, looked up): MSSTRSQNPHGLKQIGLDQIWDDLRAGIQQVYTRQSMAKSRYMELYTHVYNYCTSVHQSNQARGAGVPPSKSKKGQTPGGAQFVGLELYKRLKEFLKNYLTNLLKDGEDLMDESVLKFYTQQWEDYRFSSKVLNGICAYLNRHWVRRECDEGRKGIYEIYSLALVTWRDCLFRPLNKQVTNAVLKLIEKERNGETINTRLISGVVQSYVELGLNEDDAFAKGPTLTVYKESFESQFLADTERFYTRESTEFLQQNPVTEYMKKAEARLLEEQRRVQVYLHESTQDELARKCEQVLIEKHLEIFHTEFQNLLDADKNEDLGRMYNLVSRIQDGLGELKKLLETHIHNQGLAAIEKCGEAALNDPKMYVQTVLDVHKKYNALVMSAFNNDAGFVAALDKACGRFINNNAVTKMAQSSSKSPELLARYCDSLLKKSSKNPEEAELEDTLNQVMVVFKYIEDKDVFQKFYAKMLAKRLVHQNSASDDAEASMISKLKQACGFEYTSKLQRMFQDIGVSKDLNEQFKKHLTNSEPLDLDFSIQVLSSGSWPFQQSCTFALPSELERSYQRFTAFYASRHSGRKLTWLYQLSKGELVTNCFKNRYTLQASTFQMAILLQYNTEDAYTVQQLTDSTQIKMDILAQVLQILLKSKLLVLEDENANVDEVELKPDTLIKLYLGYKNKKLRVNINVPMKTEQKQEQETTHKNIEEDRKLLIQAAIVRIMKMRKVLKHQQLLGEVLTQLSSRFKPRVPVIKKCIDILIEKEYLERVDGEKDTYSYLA
An asterisk follows results filed as active. An excerpt; the hit share may differ from the screen's.

RBX1-CUL1 inh | Molecule
12 | O=C1NC(c2ccc(F)cc2)Nc2ccccc21 (stereo not given)
-6 | COc1ccc(-c2nc3scc(CCNS(=O)(=O)c4ccc5c(c4)OCCO5)n3n2)cc1OC
-10 | COc1cccc(/C=N/Nc2ccc(Cl)nn2)c1OC
1 | CN(C)CCOc1nc(-c2ccccc2)nnc1-c1ccccc1
-3 | Cc1ccc2nc3ccccc3c(C(C)C)c2c1
8 | Cc1ccccc1S(=O)(=O)Nc1cccc(O)c1
5 | CC(C)CCn1c(CO)nc2ccccc21
3 | CC(=O)N(C(=Nc1ccccc1)C(=Nc1ccccc1)N(C(C)=O)c1ccccc1)c1ccccc1
-3 | CC(C)(C)c1ccc(C(=O)Oc2cccc(/C=C3/C(=N)N4C=CSC4=NC3=O)c2)cc1
-2 | c1ccc(Cc2noc(-c3ccc(NCCc4cnccn4)nc3)n2)cc1
-8 | CCS(=O)(=O)N1CCc2cc(C(=O)NC(C)c3ccccc3)ccc21 (stereo not given)
-1 | O=C(NCC1CCCO1)c1ccc(Cl)cc1[N+](=O)[O-] (stereo not given)

RBX1-CUL1 inh | Molecule
0 | Cc1cc(Br)cc(C)c1NC(=O)CN1CCOCC1
101* | O=C1NC(=S)N(c2ccccc2F)C(=O)/C1=C/c1cccn1-c1cccc(C(=O)O)c1
0 | O=C(NCC1CC1)C1CCCN(C2CCN(Cc3ccccc3)CC2)C1 (stereo not given)
-9 | N/C(=N/O)c1ccccc1Sc1ccccc1
4 | COc1ccc(F)cc1S(=O)(=O)N1CCC(C(=O)NC2CC2)CC1
-3 | COc1ccc(CN2CCCN(C=O)CC2)cc1OCC(O)CN1CCCCC1 (stereo not given)
5 | O=C1CC(NC(=O)Nc2nc(-c3ccccc3)ns2)c2ccccc2N1 (stereo not given)
5 | COc1ccccc1N1C(=O)c2ccc(C(=O)Nc3cc(C)on3)cc2C1=O
49* | OC1c2ccccc2CSc2sccc21 (stereo not given)
19 | Cn1c(=O)c(Br)c(CO[N+](=O)[O-])n(CCCO[N+](=O)[O-])c1=O
12 | Cc1ccc(-c2[nH]nc3c2C(c2ccoc2)C(C#N)C(=N)O3)cc1C (stereo not given)
6 | Cc1nnc(N2CCCC(C(=O)Nc3cccc(C(F)(F)F)c3)C2)c2nn(-c3ccccc3)c(C)c12 (stereo not given)

RBX1-CUL1 inh | Molecule
-1 | Cc1ccc(S(=O)(=O)NCCOc2cccc(Cl)c2)cc1
-2 | COC(=O)c1sc2ccccc2c1[N+](=O)[O-]
1 | CCOC(=O)C1=C(c2ccccc2)N=C2SCC(=O)N2C1c1ccc(SC)cc1 (stereo not given)
8 | CCCNC(=O)C1CCN(S(=O)(=O)c2cc(F)ccc2OC)CC1
3 | Cc1ccc(-c2[nH]nc3c2C(c2ccccc2F)C(C#N)C(=N)O3)cc1 (stereo not given)
-8 | COc1ccc(S(=O)(=O)N(CCc2ccccc2)CC(=O)NCC(C)C)cc1
-10 | COc1ccc(CNCCN2CCCC2=O)cc1OCC(O)CN1CCCC1 (stereo not given)
-4 | COc1ccc(C(=O)Nc2ccc(N3CCN(Cc4ccccc4)CC3)cc2)cc1
4 | Cc1cccc(OCC(=O)NCC2CCCO2)c1 (stereo not given)
-8 | COc1cc(C=Nc2ccccc2Oc2cc(=O)n(C)c(=O)n2C)cc(I)c1O
-4 | COc1ccc(NC(=O)CSc2nnc3n2C(=N)CC(=O)N3)cc1
-8 | CCc1nn2c(-c3ccccc3OC)ccnc2c1-c1ccccc1

RBX1-CUL1 inh | Molecule
5 | COc1cc(CC2=NC(=S)N(C)C2=O)cc(Br)c1O
-5 | COC(=O)c1nnc2c(-c3ccccc3OC)c(C)nn2c1C
3 | COc1ccc(/C=N/n2c(-c3ccccc3)n[nH]c2=S)cc1Br
-8 | CC(=O)OCc1c(OC(C)=O)ccc2c([N+](=O)[O-])c(C)n(-c3ccc(C)cc3)c12
-5 | CCN(CC)c1ccc(C2C(C(N)=O)C(C)=Nc3ncnn32)cc1 (stereo not given)
3 | CCN(CCO)Cc1csc2ccc(Br)cc12
5 | CCC(C)NC(=O)c1cnn(-c2cccc(F)c2)c1-n1cccc1 (stereo not given)
5 | CN(C(=O)CSc1nc2ccc(NC(=O)COc3ccc(Cl)cc3)cc2s1)c1ccccc1
1 | CCOC(=O)C1(CCOC)CCCN(Cc2ccc(Oc3ncccn3)cc2)C1 (stereo not given)
4 | Cc1ccc2nc(NCc3ccc(F)cc3)c3nncn3c2c1
-3 | CCCCOc1ccc(C(NC(=O)CCCC)NC(=O)CCCC)cc1OC
0 | CCN(CC)C(=O)c1sc(NC(=O)/C=C/c2ccc(Br)cc2)c(C#N)c1C

RBX1-CUL1 inh | Molecule
1 | Cc1ccc(Nc2ccc(Nc3ccc(C)cc3)c3c2C(=O)c2ccc(S(=O)(=O)Nc4ccc(C)cc4)cc2C3=O)cc1
-9 | Nc1nc(COc2ccc3ccccc3c2)cs1
-4 | Cc1cccc(C(=O)Nc2sc3c(c2C(=O)NC(C)C)CCCC3)c1
95* | COC(=O)c1cccc(-c2ccc(/C=C3\C(=O)N(c4cccc(C(=O)O)c4)N=C3C(F)(F)F)o2)c1
6 | COCCCNS(=O)(=O)c1cc(-c2onc(C)c2C)ccc1OC
2 | COc1cc(CN2CCOc3ccc(C(C)(O)COc4ccccc4)cc3C2)cc(OC)c1OC (stereo not given)
3 | CCOc1ccccc1NC(=O)C1CCN(S(=O)(=O)c2ccc3[nH]c(=O)oc3c2)CC1
5 | CCc1c(C)c2cc3c(c(C)c2oc1=O)OCN(CCc1ccc(OC)c(OC)c1)C3
6 | CCOc1ccc(C(=O)Nc2ccc(S(=O)(=O)N3CCCC3)cc2)cc1
-3 | CCn1c(=O)c2c(nc3n2CCCN3c2ccc(OC)cc2)n(C)c1=O
7 | Cc1ccc(Nc2cc(C)nc(-n3nc(C)cc3C)n2)cc1
2 | Cc1onc(-c2c(F)cccc2Cl)c1C(=O)n1cc(Br)cn1

RBX1-CUL1 inh | Molecule
-1 | C=CCNC(NC(=O)Cc1ccccc1)C(Cl)(Cl)Cl (stereo not given)
-9 | O=C(Cc1ccncc1)c1ccc(F)cc1
0 | O=C(Nc1nc[n+](CC(COC(=O)c2ccc(F)cc2)OC(=O)c2ccc(F)cc2)c2nc[nH]c12)c1ccc(F)cc1 (stereo not given)
0 | CC(=O)c1nnn(-c2ccc(Br)cc2)c1C
-1 | CCOC(=O)Nc1ccc(NC(=O)c2ccc(C)cc2)cc1
1 | Cc1cc(NC(=O)c2ccc3c(c2)N(Cc2cccc(Cl)c2)C(=O)c2ccccc2S3=O)ccc1Br (stereo not given)
-2 | CCOC(=O)NCc1ccc(S(=O)(=O)Nc2ccccc2C)cc1
5 | COc1ccc(-c2nc(SCCOc3cc(C)ccc3C(C)C)n3[nH]c(=O)cc3n2)cc1
-18 | C1=C(c2ccc(-c3ccccc3)cc2)N2C(=NN=C(c3ccccc3)C2c2ccccc2)S1 (stereo not given)
2 | Cc1nc(N2CCN(CCO)CC2)nc2c1C(=O)CC(c1ccc(Cl)cc1)C2 (stereo not given)
15 | O=C(NCCN1CCCOC1=O)Nc1nnc(C(F)(F)F)s1
11 | CCCCSCCCNC(=O)c1cn(C)c2ccc(S(=O)(=O)N3CCCCCC3)cc2c1=O

RBX1-CUL1 inh | Molecule
5 | Cc1ncc(CNCc2cccnc2Oc2ccccc2C)[nH]1
8 | N#Cc1ccc(Oc2ccc(OC(=O)c3cccs3)cc2)cc1
-6 | CCOc1ccc(NC(=O)Cn2c(C)cc3ccccc3c2=O)cc1
-5 | CCOC(=O)N1CCN(C(=S)Nc2ccc(C)cc2)CC1
1 | Cc1[nH]nc2c1C(c1cc(Br)cs1)C(C#N)C(=N)O2 (stereo not given)
-4 | COCCNc1ccc(-c2nc(-c3ccco3)no2)cc1[N+](=O)[O-]
2 | COC(=O)C(C)Sc1nnc(-c2nc3ccccc3nc2C)o1 (stereo not given)
5 | CC(=O)NC1CCCCC1OC(C)=O (stereo not given)
-4 | COc1ccccc1N1CCN(C(=O)CCCOc2ccc(Cl)cc2)CC1
-2 | Cc1oc(-c2ccc(C(=O)NCCC(C)C)cc2)nc1CS(=O)(=O)c1ccccc1
-5 | COc1ccccc1/C=C1\SC(=S)N(CCC(=O)N=C2C(=O)N(c3ccccc3)N(C)C2C)C1=O (stereo not given)
8 | Cc1cc(C)nc(N=C(N)Nc2cccc(N)c2)n1

RBX1-CUL1 inh | Molecule
4 | O=C(Oc1cccc(OC(=O)c2cccc(F)c2)c1)c1cccc(F)c1
-2 | CCOc1ccc(N(CC)S(=O)(=O)N2CCCC(C(=O)Nc3ccc(C(C)=O)cc3)C2)cc1 (stereo not given)
1 | Cc1nc([N+](=O)[O-])cn1CCCCCCn1cc([N+](=O)[O-])nc1C
6 | CN(C)c1ccc(/C=C2/CN(CCCCl)C(=O)N(C3CCCCC3)C2=O)cc1
-4 | CC(C)CC(=O)Nc1ccccc1C#N
-9 | COc1ccc(S(=O)(=O)N(Cc2nc(-c3ccc(C)cc3)no2)C2CCCCC2)cc1
-6 | CCC(C)C(=O)Nc1ccccc1OC (stereo not given)
-7 | CCCOc1cccc(C2c3c(oc4ccccc4c3=O)C(=O)N2c2nnc(C)s2)c1 (stereo not given)
9 | CCOC(=O)N1CC=C2C(C#N)C(=N)C(C#N)(C#N)[C@H](c3ccc(-c4ccccc4)cc3)[C@H]2C1 (stereo not given in full)
0 | Cn1c(=O)cc(SCC(=O)NCCc2ccc(Cl)cc2)c2cc(Cl)ccc21
-7 | C#CCSc1nc2sc(C(C)=O)c(C)c2c(=O)[nH]1
-5 | CCOC(=O)c1c(NC(=O)CNCc2ccccc2)sc2c1CCC(C)C2 (stereo not given)

RBX1-CUL1 inh | Molecule
-4 | CC1=NN(C(=O)c2nn(C)cc2Br)C(O)(C(F)(F)F)C1 (stereo not given)
-7 | COc1ccc(C2(C(=O)Nc3cc(C)ccc3OC)CCOCC2)cc1
-17 | COc1c(Cl)cc(Cl)cc1CNCCSc1nnnn1C
2 | O=C1OC(c2ccc(Br)cc2)=N/C1=C\c1cccc(OCc2ccccc2)c1
9 | O=C(Nc1ccc(Cl)cc1)c1ccc(S(=O)(=O)N2CCOCC2)cc1
9 | Cc1ccc2nc(-c3cccc(NC(=O)c4ccc(Br)o4)c3)oc2c1
2 | COc1ccc(C2C3=C(CC(c4ccc(OC)c(OC)c4)CC3=O)N=C(C)C2C(=O)OC2CCCC2)cc1O (stereo not given)
-9 | Cc1nn(C)c(C)c1CN(C)C(=O)CC(c1ccccc1)c1ccccc1F (stereo not given)
-11 | CCOC(=O)c1cnc(SC)nc1Oc1ccc2c(C)cc(=O)oc2c1
-1 | CCN1CCN(Cc2c(O)ccc3c(C)c(-c4ccc(OC)cc4)c(=O)oc23)CC1
-2 | Nc1c(C(=O)Nc2ccc(F)cc2)sc2nc(-c3cccs3)cc(-c3ccccc3)c12
-7 | COc1ccc(C=C2C(=O)NC(=S)NC2=O)cc1OCc1ccc(Br)cc1

Arranged by heavy-atom count (low to high): 5 of the compounds above
RBX1-CUL1 inh | Molecule
0 | CC(=O)c1nnn(-c2ccc(Br)cc2)c1C
-5 | COC(=O)c1nnc2c(-c3ccccc3OC)c(C)nn2c1C
5 | CCC(C)NC(=O)c1cnn(-c2cccc(F)c2)c1-n1cccc1 (stereo not given)
9 | O=C(Nc1ccc(Cl)cc1)c1ccc(S(=O)(=O)N2CCOCC2)cc1
-9 | COc1ccc(S(=O)(=O)N(Cc2nc(-c3ccc(C)cc3)no2)C2CCCCC2)cc1

Going on with the list:
RBX1-CUL1 inh | Molecule
-1 | CSCC(=O)N1CCC2(CCCN(Cc3ccc(F)c(F)c3)C2)C1 (stereo not given)
4 | Cc1ccc(CNC(=O)CCCn2nc(C)n3c(cc4sccc43)c2=O)cc1
4 | CCOC(=O)c1cc(NC(=O)c2sc3ncccc3c2N)ccc1Cl
-9 | CCOc1ccc(N=C2S/C(=C\c3cc(C)n(-c4sc(C)c(C)c4C#N)c3C)C(=O)N2C2CCCCC2)cc1
0 | CCOC(=O)c1ccc(N=C2S/C(=C/c3c(C)n(C)c4ccccc34)C(=O)N2C)cc1
0 | Cc1ccsc1CN(C(=O)COc1ccc(Br)cc1)C1CCS(=O)(=O)C1 (stereo not given)
3 | CO[C@H]1[C@H](NC(=O)CSC)c2ccccc2C12CCN(Cc1cnn(-c3ccc(F)cc3)c1)CC2
8 | CCN(CC)CCNC(=O)Nc1ccc2c(c1)N(Cc1ccccc1)C(=O)c1ccccc1S2
13 | Cc1ccccc1NC(=O)CSc1ccc(-c2ccccn2)nn1
-5 | O=C(Sc1sc(=O)sc1SC(=O)c1ccccc1)c1ccccc1
3 | COc1ccc(CC2=NOC(C(=O)NCCC3COc4ccccc4O3)C2)cc1 (stereo not given)
2 | CC(=O)Nc1ccc(CN2CCC(CCC(=O)NCC3CCCO3)CC2)cc1 (stereo not given)

RBX1-CUL1 inh | Molecule
6 | CCc1ccccc1N(CC)C(=O)c1c(C)oc2ncnc(N3CCOCC3)c12
5 | COc1ccccc1N1CCN(C(=O)Cn2ncc3c2-c2cc(C)ccc2OC3)CC1
5 | C[C@@H]1C[C@@H](CC(=O)N2CCC(c3cc(=O)[nH]cn3)CC2)NC(=S)N1
-4 | Cc1ccc(OCCSc2nc3ccccc3n2CCC(=O)O)cc1C
-9 | CN(C)S(=O)(=O)c1cc(S(=O)(=O)N(C)C)c(Cl)cc1N
-3 | CCC(C)NC(=O)CN1C(=O)c2cccnc2Sc2ccccc21 (stereo not given)

Part of the list above in a different format:
COC(=O)c1cccc(-c2ccc(/C=C3\C(=O)N(c4cccc(C(=O)O)c4)N=C3C(F)(F)F)o2)c1
  RBX1-CUL1 inh: 95*
COCCCNS(=O)(=O)c1cc(-c2onc(C)c2C)ccc1OC
  RBX1-CUL1 inh: 6
COc1cc(CN2CCOc3ccc(C(C)(O)COc4ccccc4)cc3C2)cc(OC)c1OC (stereo not given)
  RBX1-CUL1 inh: 2
CCOc1ccccc1NC(=O)C1CCN(S(=O)(=O)c2ccc3[nH]c(=O)oc3c2)CC1
  RBX1-CUL1 inh: 3
